# Screens: PubChem, several laboratories
# BAP1 inh: human BAP1 deubiquitinase inhibition. 0.48% of 72,000 active. Q92560. recombinant BAP1, Ub-AMC hydrolysis fluorescence kinetic; hits give low values. activity remaining (% of control), % at 20 µM;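 active = activity remaining at or below 50% of control, provided the compound also passes the data quality filters; inactive = the rest, including low values that fail the filters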;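 note: 100% = DMSO wells rate and 0% = substrate alone blank rate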
# Target sequence (Q92560 whole entry, looked up): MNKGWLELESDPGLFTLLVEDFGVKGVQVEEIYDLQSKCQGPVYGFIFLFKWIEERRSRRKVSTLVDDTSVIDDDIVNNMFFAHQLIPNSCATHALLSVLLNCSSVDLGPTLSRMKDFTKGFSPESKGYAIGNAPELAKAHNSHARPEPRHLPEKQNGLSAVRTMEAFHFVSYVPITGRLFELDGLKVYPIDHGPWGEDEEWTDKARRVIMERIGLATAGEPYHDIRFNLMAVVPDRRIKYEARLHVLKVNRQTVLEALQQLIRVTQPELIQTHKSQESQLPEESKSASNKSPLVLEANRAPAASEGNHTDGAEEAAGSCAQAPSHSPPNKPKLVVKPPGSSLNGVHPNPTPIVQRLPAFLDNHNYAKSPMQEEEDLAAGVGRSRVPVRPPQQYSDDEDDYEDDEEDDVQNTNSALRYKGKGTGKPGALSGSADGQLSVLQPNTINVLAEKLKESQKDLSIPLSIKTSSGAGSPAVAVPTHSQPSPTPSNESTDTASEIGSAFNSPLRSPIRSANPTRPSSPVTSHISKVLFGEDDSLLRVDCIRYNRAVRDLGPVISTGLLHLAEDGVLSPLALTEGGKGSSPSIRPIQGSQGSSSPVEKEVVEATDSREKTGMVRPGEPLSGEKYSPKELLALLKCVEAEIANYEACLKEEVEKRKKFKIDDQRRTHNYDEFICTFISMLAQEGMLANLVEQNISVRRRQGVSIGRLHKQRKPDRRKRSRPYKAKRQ
# HePTP inhibitor: inhibitors of human HePTP phosphatase | 0.64% of 110,000 active | P35236 | inhibition, % at 20 µM | recombinant HePTP phosphatase activity, OD absorbance; in the data active = inhibition above about 50%;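 note: plate controls were vehicle for no effect and reference inhibitor for full effect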
# Target sequence (P35236 whole entry, looked up): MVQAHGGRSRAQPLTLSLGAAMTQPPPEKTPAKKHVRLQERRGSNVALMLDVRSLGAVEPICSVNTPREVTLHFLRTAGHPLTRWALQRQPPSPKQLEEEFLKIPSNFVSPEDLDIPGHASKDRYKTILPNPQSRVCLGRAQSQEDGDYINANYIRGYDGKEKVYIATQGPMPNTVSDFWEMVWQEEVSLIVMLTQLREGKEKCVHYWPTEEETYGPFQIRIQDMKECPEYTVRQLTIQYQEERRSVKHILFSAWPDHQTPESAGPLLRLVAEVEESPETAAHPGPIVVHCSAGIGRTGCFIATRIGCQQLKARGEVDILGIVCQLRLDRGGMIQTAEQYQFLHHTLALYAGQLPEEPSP
# * = called active by the depositor; i = inactive; x = no result given; & = joins results of further samples. The order is random, and some 0.7% of all compounds hit somewhere here.
BAP1 inh,HePTP inhibitor,compound
x,-13,Cc1cc(C(=O)Nc2cccc3ccccc23)c(C)o1
94,4,O=C(O)Cc1csc2ccccc12
x,7,COc1ccc(OC)c(NC(=O)C(=O)NNS(=O)(=O)c2ccccc2)c1
57,8&4,Cc1ccc(-c2noc(COc3ccccc3C)n2)cc1
x,9,O=C(COc1ccc(Br)cc1)Nc1ccc([N+](=O)[O-])cc1
86,9,CCOc1ccccc1NS(=O)(=O)c1cccs1
82,8,COc1ccc(-c2ccc(=O)n(Cc3cc(=O)n4ccccc4n3)n2)cc1
109,6,Cc1c(/C=N/n2cnnc2)c2ccccc2n1CCOc1ccccc1
62,x,CCSc1nc2c(c(=O)n1C1CCOC(C)(C)C1)C1(CCCCC1)Cc1ccccc1-2 (stereo not drawn)
67,3,Cc1noc(/C=C/N(C)C)c1S(=O)(=O)N(C)CC(=O)N1CCc2ccccc21
x,0,CCCc1nnc(NC(=O)c2cc(OC)cc(OC)c2)s1
154,10,Cc1ccc(N2C(=O)C(Cl)=C(Nc3ccccc3F)C2=O)c(C)c1
97,1,COc1ccc(C(=O)N2CCN(c3nc4ccccc4o3)CC2)cc1OC
116,10,COc1ccc(-n2ncc3c(NCc4ccccn4)ncnc32)cc1
83,-6,CCOc1ccc(NC(=O)c2cc3n(n2)C(C(F)(F)F)CC(c2ccco2)N3)cc1 (stereo not drawn)
x,-7,O=C(Cn1cnc2ccccc21)N=Nc1c(O)[nH]c2ccccc12
101,10,COc1ccccc1-c1cc(C(=O)NC(C)C)no1
x,11,NC(=O)c1ccc(CN2CCC(Cc3ccccc3)CC2)cc1
x,2,Cc1ccccc1NCN1C(=O)S/C(=C/C=C/c2ccccc2)C1=O
93,-1,Cn1c(=O)c2c(nc(CN3CCCCC3)n2Cc2c(F)cccc2Cl)n(C)c1=O
80,9,CCS(=O)(=O)Nc1ccc(-c2nnc(SCC(=O)c3ccc(NC(C)=O)c(OC)c3)o2)cc1
102,2,CCn1c(SCC(=O)NCc2ccccc2)nc2ccccc2c1=O
96,10,O=C1CSC(c2cccnc2)N1C1CCCCC1 (stereo not drawn)
95,5,CCOC(=O)c1ccc(N2CN=C3SCC(=O)N3C2)cc1
x,-1,CN1CCc2c(sc3nc(SCC(=O)c4ccccc4)nc(N)c23)C1
x,-5,COc1ccc2oc(C)c(C(C)=O)c2c1
97,4,CCOC(=O)C1=C(CS(=O)(=O)c2ccccc2)NC(=O)NC1c1ccccc1 (stereo not drawn)
x,-6,C/C(=N\N=C1\NC(=O)C(CC(=O)Nc2ccc(Cl)c(Cl)c2)S1)c1ccco1 (stereo not drawn)
92,-2,O=C(CN1C(=O)CCSc2ccccc21)Nc1ccc(F)cc1
x,13,O=C(/C=C/c1ccco1)c1cccs1
60,x,CC(C)c1cc(NC(=O)c2ccc([N+](=O)[O-])cc2)cc(C(C)C)c1O
x,3,CC(=O)OC(c1c(F)c(F)c(F)c(F)c1F)c1c(F)c(F)c(F)c(F)c1F
x,8,CCc1c(C)sc(NC(=O)c2cccs2)c1C(=O)OC
x,5,CC1=C(C(=O)OCCOc2ccccc2)Sc2ccccc2N1
105,1,Cc1cc(C(=O)O)c(S(C)(=O)=O)s1
x,4,COc1cccc(-c2ncnn2-c2ccc(C)c(Cl)c2)c1OC
109,-7,CC(C)(C)c1ccc(OCC(=O)NCc2ccco2)cc1
x,10,COc1cc(/C=C2\SC(=O)NC2=O)cc(OC)c1
x,5,O=C(COc1ccccc1Cl)N1CCN(c2ccc([N+](=O)[O-])cc2)CC1
102,1,CC(C)(C)OC(=O)N1CCCC1C(=O)NCCc1ccccc1 (stereo not drawn)
x,68*,O=C(Nc1ccc(-c2nc3ccccc3s2)c(O)c1)c1ccc2c(c1)OCCO2
x,12,Cc1ccc(CN2CCN(N=Cc3cccc(Br)c3)CC2)c(C)c1
x,-2,CC(=O)c1sc(Nc2ccc(Br)cc2)nc1C
291,8,COc1ccc(C2C=C(c3ccc(Cl)cc3)Nc3nc(NC(C)=O)nn32)cc1 (stereo not drawn)
61,x,O=C1c2cccc3c(N4CCCCC4)ccc(c23)C(=O)N1CCOC(=O)C12CC3CC(CC(C3)C1)C2
102,7,COCCCN1CC23C=CC(O2)C(C(=O)O)C3C1=O (stereo not drawn)
91,8,CCCn1cnc2c(cnn2-c2ccc(F)cc2)c1=O
90,-4,Cc1ccc(NC(=O)CS(=O)CC(=O)N(c2ccccc2)C(C)C(=O)NC2CCCC2)cc1 (stereo not drawn)
x,6,CCN(CC)C(=O)c1sc(NC(=O)/C=C/c2cccs2)c(C(=O)OC(C)C)c1C
288,4,COc1ccc(-c2nc(C#N)c(N3CCCCCC3)o2)cc1OC
107,8,O=C(NCc1ccccc1)c1noc2c1CCCCC2
112,-1,O=C(COc1ccc(OCc2ccccc2)cc1)NC1CCOC1=O (stereo not drawn)
94,1,COc1ccc(C2N3CC4(C)CN2CC(C)(C3)C4O)cc1 (stereo not drawn)
100,x,Cc1c(C(=O)NCCN2CCOCC2)sc2nc(-c3ccc(F)cc3)cn12
114,8,COc1ccccc1NC(=O)CC1C(=O)Nc2c1c(=O)n(C)c(=O)n2C (stereo not drawn)
x,6,CCOc1cccc(/C=N\N2CCN(c3ccccc3OC)CC2)c1O
x,1,O=C(/C=C/c1ccco1)Nc1ccc(N2CCOCC2)cc1
53,-3,Cc1ccc(NC2=CC(=O)CCC2)cc1C
106,x,CC1=C(C(=O)OCCSc2ccccc2)C(c2ccc3c(c2)OCO3)NC(=O)N1 (stereo not drawn)
94,3,CCCc1nc2oc3c(N4CCNCC4)ncnc3c2c2c1CCCC2

# Following part
BAP1 inh,HePTP inhibitor,compound
94,-4,Cc1nnc(C)n1/N=C/c1ccc(C(C)C)cc1
113,10,Cc1c(C(=O)O)[nH]c2c1C(=O)CC(c1ccc(Cl)cc1)C2 (stereo not drawn)
94,5,CN(CC(=O)Nc1ccc(F)c(Cl)c1)S(=O)(=O)c1cccc2nsnc12
x,1,O=C(N=Nc1c(O)n(CN2CCCCC2)c2ccc(Br)cc12)c1cccnc1
115,-5,O=S(=O)(Nc1nccs1)c1ccc2c(c1)OCCO2
x,4,Cc1coc2cc3oc(=O)cc(C)c3cc12
x,2,CCOc1cccc2c1N(C(=O)c1ccc(C)cc1)C(C)(C)C(=S)C2=C1SC(C(=O)OC)=C(C(=O)OC)S1
92,8,CC1CCC(N2CCN(S(C)(=O)=O)CC2)CC1 (stereo not drawn)
x,4,Cc1[nH]n(-c2ccccc2)c(=O)c1N=Nc1ccccc1Br
58,5,Cc1ccc2[nH]c3c(c2c1)CCCC3C(N)=O (stereo not drawn)
78,15,COCCCN1C(=O)C(=O)/C(=C(/O)c2ccc(OCC(C)C)cc2C)C1c1cccnc1 (stereo not drawn)
127,8,Cc1onc(-c2ccccc2)c1C(=O)NCC1CCCO1 (stereo not drawn)
x,3,CC(=O)c1c(OC(=O)c2ccc(Cl)cc2[N+](=O)[O-])ccc2c(C)cc(=O)oc12
117,12,COc1ccc(-c2noc(CCC(=O)NCCCN3CCC(C)CC3)n2)cc1
x,-16,COc1ccc(-c2nc3cc(NC(=O)c4cccc([N+](=O)[O-])c4C)ccc3o2)cc1Br
x,1,CCOc1cc(NC(=O)c2ccco2)c(OCC)cc1NC(=O)CCc1ccc(OC)cc1
96,7,CCCOc1ccc(C2C(C(=O)OC)=C(C)N=C3SCCC(=O)N32)cc1OCC (stereo not drawn)
x,5,CCC1CCCCN1CCCCOc1cccc(Cl)c1 (stereo not drawn)
79,x,COc1cc2c(cc1OC)C(Nc1ccc(Br)cc1)=NC1(CCCC1)C2
x,7,N#Cc1cc2c(=O)n3ccccc3nc2n(CCN2CCOCC2)c1=O
x,9,COc1ccc(Cl)cc1NC(=O)C1=C(C)NC(=S)NC1c1cccc(Cl)c1 (stereo not drawn)
x,7,COC(=O)C1=C(C)N(c2ccc(C)cc2)C(=O)/C1=C\c1cccc(OC)c1O
x,0,COc1cc(/C=C2\C(=O)N(c3cccc(Cl)c3)N=C2C)cc(Cl)c1O
63,4,CCOC(=O)c1cnc(SCC(=O)N2CCc3ccccc32)nc1N
105,9&8,CCCN(CCC)CCSc1nc(O)c(C(C)C)c(=O)[nH]1
95,-1,Cc1ccc(-c2nnn(CC(=O)NCCc3ccc4c(c3)OCO4)n2)o1
98,6,O=C(COc1ccc(S(=O)(=O)N2CCCCC2)cc1)N1CCCCCC1
x,1,CCCCc1nc(N)c(C#N)c(-c2ccco2)c1CCC
122,x,COc1ccc(OC)c(C2NC(=S)NC(C)=C2C(=O)Nc2ccccc2)c1 (stereo not drawn)
98,6,CCCCNc1cc(=O)n(C)c(=O)[nH]1

# Next section, starting with the last 5 of the part before.
BAP1 inh,HePTP inhibitor,compound
95,-1,Cc1ccc(-c2nnn(CC(=O)NCCc3ccc4c(c3)OCO4)n2)o1
98,6,O=C(COc1ccc(S(=O)(=O)N2CCCCC2)cc1)N1CCCCCC1
x,1,CCCCc1nc(N)c(C#N)c(-c2ccco2)c1CCC
122,x,COc1ccc(OC)c(C2NC(=S)NC(C)=C2C(=O)Nc2ccccc2)c1 (stereo not drawn)
98,6,CCCCNc1cc(=O)n(C)c(=O)[nH]1
96,0,CCOC(=O)C(NC(=O)c1ccc(OC)cc1)(Nc1cc(C)on1)C(F)(F)F (stereo not drawn)
x,0,COc1ccc(C(=O)Nc2cccc3nsnc23)cc1
x,0,O=S(=O)(Nc1ccc(-c2nc3cccnc3s2)cc1)c1cccs1
162,6,Cc1cccn2c(N)c(-c3ccccc3)nc12
x,7,O=C(Nc1ccc(-c2cnc(-c3ccc(NC(=O)c4ccco4)cc3)nc2)cc1)c1ccco1
x,8,O=C(NCCOc1ccccc1Cl)c1cc(F)c(F)cc1Cl
104,1,CC(=O)c1c(C)nc2ccccn12
x,9,COc1ccccc1NC(=O)Nc1ccnn1C1CCCCC1
133,2,COc1ccc(Br)cc1S(=O)(=O)N1CC(C)OC(C)C1 (stereo not drawn)
94,4,Cc1ccc2cc(CN(CC3CCCO3)S(=O)(=O)c3c(C)ccc4nsnc34)c(=O)[nH]c2c1 (stereo not drawn)
67,x,O=C(OCCN1C(=O)c2ccc([N+](=O)[O-])cc2C1=O)C1CCCCC1
139,x,Cc1cc(C)cc(-n2nc3c(c2NC(=O)c2ccc(S(=O)(=O)N(C)C)cc2)CSC3)c1
115,8,CSCCC(NC(=O)c1ccccc1)C(=O)NCc1ccco1 (stereo not drawn)
x,0,Cc1ccc(N2CC(C(=O)N/N=C/c3c(F)cccc3Cl)CC2=O)cc1 (stereo not drawn)
x,5,CCOC(=O)C(C#N)C1(c2ccc(OC)cc2)CCOC(C)(CC)C1 (stereo not drawn)
x,-17,N#Cc1c2n(c3c(=O)n(CC(=O)c4ccccc4)cnc13)CCCCC2
90,-11,Cn1cc(S(=O)(=O)N2CCN(c3cccc(C(F)(F)F)c3)CC2)c(=O)n(C)c1=O
x,-11,Cc1cc(C)cc(OCC(=O)NNC(=O)c2c(C)cc(C)cc2C)c1
78,5,CCc1c(C(=O)O)[nH]c2ccc(Br)cc12
113,12,Nc1ccc(S(=O)(=O)Nc2ccccn2)cc1
x,5,COc1cc(C2/C(=C(/O)c3ccccc3)C(=O)C(=O)N2c2cccc(C(F)(F)F)c2)ccc1O (stereo not drawn)
x,-5,CC(=O)Nc1cc(C(F)(F)F)cc(C(F)(F)F)c1
x,-6,O=C(Nc1nc(-c2cccs2)cs1)c1cccc(S(=O)(=O)N2CCCCCC2)c1
98,1,COc1ccc(Br)c(C(=O)Nn2c(C)nc3ccccc3c2=O)c1
81,-3,COc1ccc(N2CCN(C(=O)c3ccc4nc(N5CCCCC5)sc4c3)CC2)cc1
90,1,CC(C)n1c(NCc2cccs2)nc2ccccc21
x,15,c1cc2c(cc1-c1nnc(-c3ccc4c(c3)OCO4)o1)OCO2
101,6,Cc1nc2nc[nH]n2c(=O)c1NS(C)(=O)=O
x,4,CCOc1ccc(NC(=O)C(NS(=O)(=O)c2ccc(C)cc2)C(C)C)cc1 (stereo not drawn)
79,x,COc1ccc(Nc2nc(-c3cc4ccccc4oc3=O)cs2)cc1
x,-11,CCOc1ccc(C=C2C(=O)NC(=O)NC2=O)cc1Cl
x,0,O=C1c2cc(S(=O)(=O)Nc3ccc(F)cc3)ccc2-c2ccc(S(=O)(=O)Nc3ccc(F)cc3)cc21
i,5,c1ccn2c(c1)nc1c2nc2ccccn21
x,5,C=C/C(=C\C=C(/C)F)NC(=O)/C(C#N)=C\c1cc(Cl)cc(Cl)c1Cl
75,3,CCCc1[nH]nc2c1C(c1ccccc1OC)C(C#N)=C(N)O2 (stereo not drawn)
x,13,Cn1c2ccccc2c2nnc(SCc3ccccc3Cl)nc21
x,5,O=C1CCCC2=C1C(c1ccco1)Nc1ccccc1N2 (stereo not drawn)
77,9,CC1CCN(S(=O)(=O)c2ccc(NC(=O)c3cccs3)cc2)CC1
104,4,CC(C)C(NC(=O)CC12CC3CC(CC(C3)C1)C2)C(=O)O (stereo not drawn)

# Profiles from above.
# Listed for C=C/C(=C\C=C(/C)F)NC(=O)/C(C#N)=C\c1cc(Cl)cc(Cl)c1Cl → BAP1 inh: x; HePTP inhibitor: 5
# Listed for CCCc1[nH]nc2c1C(c1ccccc1OC)C(C#N)=C(N)O2 (stereo not drawn) → BAP1 inh: 75; HePTP inhibitor: 3
# Listed for CCOc1ccc(C=C2C(=O)NC(=O)NC2=O)cc1Cl → BAP1 inh: x; HePTP inhibitor: -11

# Arranged by SMILES length (rising): part of the list above.
BAP1 inh,HePTP inhibitor,compound
102,2,CCn1c(SCC(=O)NCc2ccccc2)nc2ccccc2c1=O
x,12,Cc1ccc(CN2CCN(N=Cc3cccc(Br)c3)CC2)c(C)c1
x,-7,O=C(Cn1cnc2ccccc21)N=Nc1c(O)[nH]c2ccccc12
